Source: PubChem BioAssay (National Center for Advancing Translational Sciences (NCATS))
Abeta rescue: A-beta toxicity reversal in yeast; Potency, µM (highest dose often 46.1 µM), for inactives: top-dose growth rescue, most hits filed as activators; hit rate 0.063% among 410,000; yeast expressing A-beta42, growth rescue, OD600, 48 h; response scale: 0% DMSO, 100% iron-clioquinol control; note: potency is the fitted concentration of half-maximal effect; nearly all actives have a fitted effect of over 55% in size
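Yeast A-beta toxicity model in growth medium with pinned compounds, 48 h at 30 C; growth read as absorbance at 600 nm. Normalized to FeCl3/clioquinol equimolar mix (positive) and DMSO (negative).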
A549 tox: kills or reduces viability of A549 cells in Nrf2 counter-screen | A549 ARE-Fluc cells, CellTiter-Fluor viability, 18-24 h | Potency, µM (titrated, usually from 46 µM), inactives show at the highest dose activity change, negative = cytotoxicity, usual class: inhibitors | hit rate 0.16% among 390,000 | AID 504648; note: potency is the fitted concentration of half-maximal effect; % is set by controls: 0 for no effect and ±100 for the full control effect
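Cytotoxicity counterscreen: CellTiter-Fluor fluorescence was measured in A549 ARE_Fluc cells after 18-24 h of compound exposure in a concentration series. The subsequent BugLite luminescent read reports ARE-luciferase activity.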
Nrf2 activator: activates Nrf2 signaling; AREc32 ARE-luciferase reporter (MCF7-derived line), luminescence, 24 h; Potency, µM (highest dose often 46.1 µM), without a hit: at the top dose activation, actives largely listed as activators; hit rate 0.31% among 410,000; note: potency is the fitted concentration of half-maximal effect; % of control where 0% means no effect; nearly all actives have a fitted effect of over 65% in size
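Luminescent ARE reporter assay in AREc32_Fluc cells: overnight plating at 37 deg C, 24 hr compound incubation, Steady-Glo added, 30 min RT before reading.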
pAkt inh: inhibitors of Akt phosphorylation; Neuro2A IGF-stimulated pAkt S473 HTRF, 20 min; active compounds read low; activity change, % for hits at 50 µM; hit rate 0.32% among 360,000; in the data active = activity change below about -80%; inconclusive = mostly about -51% to -80%; note: % is set by controls: 0 for no effect and ±100 for the full control effect
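Single-point screen (50 µM final compound) in Neuro2A cells stimulated 20 min with 6 nM IGF at 37 deg C. After lysis, Ser473-phosphorylated Akt read by HTRF (ex 330 nm, em 615/665 nm) as the 665/615 ratio.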
TGFb SMAD3 inh: inhibitors of TGF-b signaling; HepG2 CAGA-GFP TGF-b/SMAD3 reporter, GFP fluorescence, 18 h; TGF-beta stimulated, 500 pg/mL final; Potency, µM (titrated, usually from 46.1 µM), without a hit: top-dose activity, negative = inhibition, most hits filed as inhibitors; hit rate 1.2% among 410,000; AID 588855; note: potency is the fitted concentration of half-maximal effect; % is set by controls: 0 for no effect and ±100 for the full control effect; nearly all actives have a fitted effect of over 65% in size
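Using HEPG2 CAGA-GFP reporter cells at 1000 cells/well, we pinned test compounds, stimulated with recombinant TGF-beta (500 pg/mL final) and measured total well GFP after 18 h.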
Mm-Cpn inhibitor: inhibitors of Methanococcus maripaludis chaperonin (MmCpn). purified Mm-Cpn ATPase, ADP Transcreener TR-FRET. Potency, µM (doses to about 76.9 µM), without a hit: at the highest dose activity, negative = inhibition, usual class: inhibitors. hit rate 0.031% among 330,000. AID 504842; note: potency is the fitted concentration of half-maximal effect; % is set by controls: 0 for no effect and ±100 for the full control effect; nearly all actives have a fitted effect of over 80% in size
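Eu-cryptate anti-ADP/ADP-d2 competition gives a ratio inversely related to ADP. Enzyme at 25 nM was pre-exposed to compound for 10 min, then given 10 uM ATP for 30 min, 37°C throughout.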
CCT modulator: changes cytosolic chaperonin activity; hit rate 0.3% among 360,000; purified chaperonin ATPase assay, HTRF ADP detection, 30 min; activity change, % (no concentration beside the values), hits read low; AID 651819; in the data active = activity change below about -30%; note: % is set by controls: 0 for no effect and ±100 for the full control effect
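TRiC at 40 or 20 nM final (batch-dependent) in 30 mM Tris pH 7.4, 100 mM KCl, 5 mM MgCl2, 1 mM DTT, with compound at single 76 uM and 10 uM ATP, 30 min at 37 deg C. ADP detected by HTRF Transcreener, 665/615 ratio.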
HepG2 viability: kills HepG2 cells in TGF-b inhibitor counter-screen | HepG2 CAGA-GFP viability, ATP luminescence, 18 h | Potency, µM (top dose mostly 46.1 µM), for inactives: at the top dose activity change, negative = cytotoxicity, hits mostly cytotoxic | hit rate 0.76% among 410,000 | AID 588856; note: potency is the fitted concentration of half-maximal effect; some results filed as inactive show a strong effect at the top dose
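HepG2 CAGA-GFP cells (1000/well, DMEM with 1% FBS) received compound, then TGF-beta at 500 pg/mL final, and were incubated 18 hours at 37 degrees C. Viability was read by CellTiter-Glo luminescence. Media-only wells were set as complete cell-killing and DMSO as no toxicity.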
Nrf2 inh: Nrf2 pathway inhibition | A549 ARE-Fluc reporter, luciferase luminescence, 18-24 h | Potency, µM (highest dose often 46 µM), inactives show at the top dose activity change, negative = inhibition, most hits filed as inhibitors | hit rate 2.1% among 360,000; note: potency is the fitted concentration of half-maximal effect; % is set by controls: 0 for no effect and ±100 for the full control effect; nearly all actives have a fitted effect of over 60% in size
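Concentration-response testing used A549 ARE_Fluc cells at 5000 cells/well. Following an 18-24 h compound incubation, viability was read by fluorescence (Ex 405/Em 525) and luciferase output by luminescence.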
Numbers without * were called inactive; i = inactive; ? = inconclusive; nt = not tested or not shown; [ ] = another dose, or the depositor's remark. Unless noted, calls come from the whole dose curve; as a rule, active = well fitted curve in the direction sought with a large enough effect; inconclusive = small, poorly fitted or top-dose-only effect, or another doubt; inactive = no such curve, though single readings can be large; an effect the other way counts as inactive or inconclusive.

SMILES	Abeta rescue	A549 tox	Nrf2 activator	pAkt inh	TGFb SMAD3 inh	Mm-Cpn inhibitor	CCT modulator	HepG2 viability	Nrf2 inh
O=C(O)c1cscn1	4%	5%	0.3%	i	7%	0%	-0.4	1%	3%
C[C@@]12C(=O)N(c3cccc(F)c3)C(=O)N1[C@H](c1ccc(Cl)cc1)[C@@H]1C(=O)N(C3CCCCC3)C(=O)[C@@H]12	11%	-13%	0.2%	i	?	1%	-0.4	-2%	?
CSc1ncc(C(=O)Nc2cc(C)cc(C)c2)c(-c2ccccc2)n1	-19%	2%	5.4%	nt	-17%	nt	nt	-18%	?
OC1(c2ccccc2Cl)NN=C2CCCCCN21 (stereo not given)	-8%	6%	2.6%	i	-14%	-1%	-0.4	-7%	9%
O=C(Nc1cccc(Cl)c1)c1csc([C@H]2C[C@H](O)[C@@H](CO)O2)n1	-10%	nt	4.2%	i	3%	nt	0.9	-12%	nt
Cc1ccc(S(=O)(=O)/N=c2\scc(C)n2C)cc1	16%	9%	0.1%	i	2%	2%	-0.1	-7%	-4%
COc1ccc(OC)c2sc(N3CCCCC3)nc12	3%	-2%	0.5%	i	-10%	1%	-1.0	-13%	17%
CN(Cc1ccc(F)cc1)C(=O)c1cccc(S(=O)(=O)NCc2ccccc2)c1	6%	-1%	4.0%	i	0%	-2%	-0.5	-7%	?
O=c1oc(-c2ccccc2)cc(Cl)c1Cl	-72%[inhibitor]	2%	-1.0%	i	11µM*	0%	-2.8	-97%	?
COc1ccc(NC(=O)C2=C(C)Nc3nc(SCc4ccccc4)nn3C2c2cc(OC)ccc2OC)cc1 (stereo not given)	-27%	-7%	1.1%	nt	?	nt	nt	-13%	-30%
CCOc1ccc(CN2CCNC(=O)C2CC(=O)NCCC2=CCCCC2)cc1 (stereo not given)	-6%	5%	4.8%	i	7%	-1%	-0.4	-14%	3%
CCC(=O)Nc1nc2ccccc2n1CCN(C)C	-2%	6%	-0.1%	i	-14%	-4%	1.7	-1%	8%
Cc1cc(N(C)NC(=S)Nc2ccccc2)nc(C)n1	-9%	-7%	0.3%	i	-3%	1%	-0.2	7%	11%
CN(Cc1cccc(F)c1)C(=O)CN1C(=O)NC2(CCc3ccccc32)C1=O (stereo not given)	7%	17%	0.6%	i	11%	1%	1.5	-9%	1%
COc1cc(/C=N\NC(=O)C2C(=O)NCC2c2ccccc2)cc(OC)c1O (stereo not given)	-2%	-3%	0.4%	i	-2%	-1%	1.0	3%	8%
CC(C)CN(C(=O)CSc1nn(-c2ccc(Cl)cc2)c(=S)s1)C1CCS(=O)(=O)C1 (stereo not given)	20%	1%	3.1%	i	21%	-4%	1.3	2%	-3%
Nc1ccc2nc(-c3ccccc3)c(-c3ccccc3)nc2c1	-10%	-1%	-0.2%	i	7%	0%	0.7	-11%	-9%
COC(=O)c1sc(S(=O)(=O)Oc2ccccc2NC(C)=O)c(C(=O)OC)c1C	-24%	-2%	?	i	-14%	-9%	0.9	-21%	1%
CC(C)(C)OC(=O)NCCCC[C@H](NC(=O)c1[nH]cnc1C(=O)N[C@@H](Cc1ccccc1)C(=O)OCc1ccccc1)C(=O)OC(C)(C)C	6%	-1%	7.5%	i	?	-1%	0.8	-24%	7%
Cc1nn(-c2ccccc2)c(C)c1-c1cc(C(=O)N/N=C/c2ccc(O)cc2)[nH]n1	3%	9%	0.6%	i	-20%	4%	-1.2	-23%	-6%

Fetched one by one from the list above (three):
SMILES	Abeta rescue	A549 tox	Nrf2 activator	pAkt inh	TGFb SMAD3 inh	Mm-Cpn inhibitor	CCT modulator	HepG2 viability	Nrf2 inh
Cc1ccc(S(=O)(=O)/N=c2\scc(C)n2C)cc1	16%	9%	0.1%	i	2%	2%	-0.1	-7%	-4%
O=C(O)c1cscn1	4%	5%	0.3%	i	7%	0%	-0.4	1%	3%
CN(Cc1cccc(F)c1)C(=O)CN1C(=O)NC2(CCc3ccccc32)C1=O (stereo not given)	7%	17%	0.6%	i	11%	1%	1.5	-9%	1%

Additional compounds follow:
SMILES	Abeta rescue	A549 tox	Nrf2 activator	pAkt inh	TGFb SMAD3 inh	Mm-Cpn inhibitor	CCT modulator	HepG2 viability	Nrf2 inh
COCCNC(=O)C(=O)NCC1OCCCN1S(=O)(=O)c1cccs1 (stereo not given)	-5%	0%	-0.5%	i	0%	-1%	-0.5	-3%	16%
CCc1nnc2c(N(C)C)nc3ccccc3n12	-5%	0%	4.1%	i	13%	0%	-1.8	-1%	?
CC1c2cc3c(cc2CCN1S(=O)(=O)c1ccccc1)OCCCO3 (stereo not given)	14%	2%	-0.1%	i	-22%	0%	0.1	-11%	0%
O=C(N[C@@H]1c2ccccc2CC[C@@H]1OCc1ccccc1)c1ccc(C(F)(F)F)cc1	-3%	12%	-1.0%	i	-4%	1%	1.3	-14%	3%
CC1=C(C(=O)Nc2ccccn2)C(c2ccc(Br)cc2)NC(=S)N1 (stereo not given)	17%	-1%	2.4%	i	-6%	-2%	-1.3	4%	?
CCc1ccc(CNC(=O)c2ccc3c(c2)c(C)c(C)n3Cc2ccccc2)cc1	-4%	-14%	-1.1%	nt	-4%	nt	nt	-31%	?
Cc1ccc(NC(=O)C2CC(=O)n3c(nc4ccccc43)N2)cc1C (stereo not given)	-3%	-6%	-0.7%	i	5%	1%	0.3	16%	-4%
Cc1cc(C)c2cccc(N)c2n1	4%	-1%	3.3%	i	0%	-3%	2.9	-1%	10%
O=C(NCCCN1CCCC1=O)c1ccc(S(=O)(=O)Nc2cccc(C(F)(F)F)c2)cc1	2%	2%	1.8%	i	0%	2%	0.0	1%	?
CC(C)N(C(=O)N1CCN(c2ccnc3cc(Cl)ccc23)CC1)C(C)C	3%	-4%	3.4%	i	0%	-1%	-4.5	1%	9.2µM*
CC(C)NC(=O)c1ccccc1-c1nc(-c2ccccc2Cl)no1	-16%	3%	8.4%	i	-1%	1%	2.1	-3%	nt
COc1cc(NC(=O)CCCNC(=O)c2ccc(Cl)cc2)cc(OC)c1	9%	?	-0.2%	i	-5%	1%	0.0	9%	5%
CCc1ccc(S(=O)(=O)c2nnn3c2nc(NCCc2ccccc2)c2sccc23)cc1	-8%	-7%	-0.6%	nt	-20%	nt	nt	-12%	-83%
CCOC(=O)c1ccc(NC(=O)CSc2nc3c(c(=O)n2C)SC(C)C3)cc1 (stereo not given)	-14%	-9%	1.7%	i	?	1%	-0.3	-10%	?
COc1cc(NC(=O)N2CCC(CN3CCCC3)CC2)cc(OC)c1OC	-1%	23%	-0.2%	nt	21%	nt	nt	5%	18%
O=C1c2ccccc2C(=O)N1c1ccc(Cc2ccncc2)cc1	-1%	-11%	-0.1%	i	-8%	-1%	1.0	14%	-25%
CCOC(=O)N1CCN(Cc2nc3cc(NC(=O)c4ccccc4OC)ccc3n2C(C)C)CC1	-17%	-10%	0.0%	nt	-1%	nt	nt	-28%	-17%
CCCCc1nc2ccccc2c(NC(=O)CN2CCN(C)CC2)c1CCC	11%	-21%	2.4%	i	-18%	-3%	-0.6	-2%	-4%
Cc1cc(C)cc(NC(=O)Nc2cc(S(=O)(=O)N(C)C)ccc2C)c1	0%	5%	1.3%	i	8%	0%	-2.0	0%	-13%
Cc1ccc(Cl)cc1NC(=O)Cn1c(=O)n(CCCS(=O)(=O)C2CCCCC2)c(=O)c2ccccc21	4%	0%	-0.3%	nt	-23%	nt	nt	-2%	14%
O=C(NNC(=O)c1cccnc1)c1ccncc1	-4%	-8%	0.2%	i	5%	0%	-0.4	-3%	?
N#C[C@]1(S(=O)(=O)c2ccccc2)C[C@@H]2ON=C(c3cccc(Br)c3)[C@@H]2C1	20%	-6%	5.3%	i	?	-7%	-1.1	-1%	?
CCOC(=O)N1CCc2c(sc3c2c(=O)n(-c2ccc(CC)cc2)c(=O)n3Cc2cc(C)ccc2C)C1	5%	0%	-0.9%	nt	-11%	nt	nt	0%	4%
CC1CCCN(C(=O)Cn2c(=O)n(CC3CCC(C(=O)NC(C)C)CC3)c(=O)c3sccc32)C1 (stereo not given)	-15%	-4%	2.6%	nt	1%	nt	nt	-5%	?
CC(C)(C)c1ccc(/C=C(\C#N)C(=O)NC2CC2)cc1	34%	3%	12%	i	8%	nt	2.1	-24%	11%
COc1ccc(OC)c(N/C(N)=N/c2nc(C)cc(C)n2)c1	-8%	-3%	1.4%	i	-29%	2%	-4.8	-18%	-5%
COC(=O)/C(=C\Nc1ccccc1)NC(=O)c1ccc(Cl)cc1Cl	17%	4%	3.7%	i	11%	0%	0.7	-23%	-14%
O=S(=O)(Nc1cc(F)ccc1F)c1cccc2nsnc12	-7%	-2%	-0.3%	i	-8%	1%	-0.6	5%	-8%
Cc1ccccc1N1CN(Cc2ccco2)CNC1=S	17%	1%	-0.3%	i	3%	0%	-2.2	5%	7%
O=C(Nc1ccc(F)cc1)NC1CCCCCCC1	26%	0%	-0.2%	i	0%	2%	0.7	5%	9%
Cc1cc2oc(C(=O)Nc3ccc(S(N)(=O)=O)cc3)cc(=O)c2cc1C	5%	-2%	-0.1%	nt	10%	nt	nt	15%	-15%
COc1ccc(NC(=O)C2CCN(S(=O)(=O)c3ccc4c(c3)CCCC(=O)N4)CC2)cc1OC	-14%	14%	-1.3%	nt	10%	nt	nt	7%	?
CC(CNC(=O)c1cc(-c2ccccc2)n[nH]1)c1ccccc1 (stereo not given)	-9%	-9%	4.9%	nt	15%	nt	nt	-34%	?
CC(C)C[C@H]1CN([C@@H](CC(C)C)CN2CCC[C@H]2CN2C(=O)C(=O)NC[C@@H]2Cc2ccc(O)cc2)C(=O)C(=O)N1CCc1ccccc1	-19%	nt	-0.8%	i	nt	nt	-0.2	nt	nt
